Screening data as filed in PubChem BioAssay.
XiGFP reactiv: activators of inactive X chromosome reactivation, primary screen, imaging, XiGFP fibroblasts, GFP high-content imaging, set 2; activation, % at 7.58 µM; XiGFP mouse fibroblasts, % GFP-positive cells imaging, 3 d; cells co-treated with 5-aza-dC sensitizer; scaled so ellipticine positive control = 100%; AID 743238, 2013; 360,000 compounds, 0.055% hits;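 active = mean normalized replicate activation at least 10% and every replicate at or above 10%; inconclusive = only one of the two criteria met; inactive = mean below 10% and not all replicates reach 10%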;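 also: 0% = median of on-plate neutral control wells and 100% = ellipticine 6 µM median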
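Schedule: 3 d treatment, 15 min room-temperature fixation; system: 68-5-11 XiGFP fibroblast line; buffer or medium: DMEM plus 5-aza-dC sensitizer; control set: ellipticine 6 µM positive control; compound: one concentration, pinned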
PAX8 inh HTS: inhibitors of PAX8-driven TPO luciferase reporter, primary screen, RMG-I cells, single concentration; SteadyGlo, 24 h; inhibition, % at 12.6 µM; 360,000 compounds, 1.2% hits;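 active = mean replicate inhibition at least 60% with every replicate also reaching 60%; inconclusive = only one of the two criteria is met; inactive = mean below 60% and not all replicates reaching 60%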;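 also: luciferase light reporting Pax8 driven TPO promoter activity; plate controls were median of neutral control wells for no effect and mitoxantrone controls for full effect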
ERp5 inh: inhibitors of ERp5-driven insulin aggregation, primary screen, biochemical, turbidity, absorbance 650 nm, single point | Protein disulfide-isomerase A6 (Homo sapiens), Q15084 | 90 min | inhibition, % at 9.99 µM | 350,000 compounds, 0.05% hits | AID 651711, 2012;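 active = mean replicate inhibition above about 25%, with every replicate also reaching it, limit read from the data, passing the limit was not always enough; inconclusive = only one of those two criteria met; inactive = neither criterion met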
Target sequence (Q15084 whole entry, looked up): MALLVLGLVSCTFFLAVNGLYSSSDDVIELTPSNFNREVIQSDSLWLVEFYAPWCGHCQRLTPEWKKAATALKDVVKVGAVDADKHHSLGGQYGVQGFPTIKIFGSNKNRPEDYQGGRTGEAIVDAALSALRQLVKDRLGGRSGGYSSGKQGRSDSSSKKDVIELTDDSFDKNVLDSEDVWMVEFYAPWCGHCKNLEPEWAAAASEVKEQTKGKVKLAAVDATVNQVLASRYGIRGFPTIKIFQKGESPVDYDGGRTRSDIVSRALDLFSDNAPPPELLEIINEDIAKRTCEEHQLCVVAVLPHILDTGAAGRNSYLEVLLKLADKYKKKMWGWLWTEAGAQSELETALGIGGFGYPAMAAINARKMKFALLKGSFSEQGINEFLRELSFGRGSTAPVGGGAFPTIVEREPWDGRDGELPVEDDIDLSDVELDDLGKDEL
DENV2 CPE: inhibitors of DENV2 cytopathic effect, primary screen, cell-based, plate reader, single concentration; CPE inhibition, % at 9.99 µM; AID 651640, 2012; 350,000 compounds, 1.7% hits; DENV2-infected cells, cytopathic effect rescue; in the data active = CPE inhibition above about 20%, passing the limit was not always enough; inconclusive = no clear call, values can overlap the other calls; tested in BHK-21 cells;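 also: 0% = median of neutral control wells and 100% = median of positive control wells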
GSIS activator: GLuc luminescence reporter in INS-1E cells, primary screen for activators of glucose-dependent secretion of insulin | activation, % at 16.6 µM | AID 743287, 2014 | INS-1E GLuc reporter insulin secretion, 2-3 h | 370,000 compounds, 0.61% hits;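 active = lowest replicate activation of at least 40%, so every replicate reaches that level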;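 also: 0% = median of neutral control wells and 100% = median of IBMX positive control wells; some compounds called inactive have numbers as strong as hits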
EWS-Fli block: EWS/Fli-driven NR0B1 reporter inhibitors, primary screen, A673 cells, NR0B1 luciferase, luminescence, MLPCN library | viability-normalised | inhibition, % at 12.6 µM | 350,000 compounds, 0.67% hits | AID 651661, 2012;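 active = mean inhibition of at least 50% after viability correction, with every replicate also passing that limit; inconclusive = mean reaches 50% but only one of two replicates passes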;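 also: firefly luciferase signal divided by Alamar Blue viability fluorescence both relative to DMSO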
F508del corr: F508del CFTR correction, initial screen, CFBE line, single point. CFBE cells, YFP halide quenching; stimulated with forskolin plus potentiator P3; % fluorescence drop versus neutral controls. activity (quench increase), % at 7.58 µM. 350,000 compounds, 0.36% hits. AID 720511, 2013;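 active = mean added fluorescence quench of at least 8% versus neutral control, with both replicates also reaching 8%; inconclusive = only one of the mean or replicate conditions met; inactive = mean below 8% and not both replicates reaching 8%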;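 also: cells transiently co-express mutant CFTR-F508del with the halide-sensitive YFP; corrector assay measuring rescue of mutant channel to the surface after 24 h compound exposure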
ARNT-TACC3 inh: disruptors of ARNT/TACC3 protein interaction, primary screen, biochemical, AlphaScreen, single concentration; Transforming acidic coiled-coil-containing protein 3 (Homo sapiens), Q9Y6A5; AlphaScreen His-ARNT PAS-B/GST-TACC3 binding, luminescence; TACC3 fragment carries E629A point mutation; inhibition, % at 9.99 µM; 390,000 compounds, 0.66% hits;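 active = mean inhibition of replicates at least 50% and at least half of replicates each reaching 50%; inconclusive = half or more replicates reach 50% but mean below 50%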;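 also: 0% = complete ARNT plus TACC3 wells and 100% = ARNT alone without TACC3; many hits fall short of the cut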
* marks the source's active call; other numbers are inactive results; ? = inconclusive; / = no result given; & = joins results of further samples.

SMILES	XiGFP reactiv	PAX8 inh HTS	ERp5 inh	DENV2 CPE	GSIS activator	EWS-Fli block	F508del corr	ARNT-TACC3 inh
CO[C@@H]1CN(C)C(=O)c2ccc(NC(=O)Nc3ccccc3F)cc2OC[C@@H](C)N(C(C)=O)C[C@@H]1C	-0.1	-5.3	-4.2	7.2	-0.8	-4.6	-2.5	0.9
COc1cccc(-c2cccc(NC(=O)C3CCN(C4CCOCC4)CC3)c2)c1	0.2	8.0	8.5	-2.2	19.2	0.9	0.9	1.9
CN(CCc1cn[nH]c1)C(=O)CC1C(=O)NCCN1Cc1cccc(Oc2ccccc2)c1 (stereo not drawn)	0.0	4.8	1.1	15.1	-16.0	0.5	/	5.0
S=C(NCCCc1cnc[nH]1)NCCCN(Cc1ccc(Cl)c(Cl)c1)c1ccc(Br)cn1	0.1	3.3	0.0	-7.0	17.0	0.4	1.4	/
C#CCOc1ccccc1CNc1ccccc1	0.0	-12.8	-1.0	-12.0	6.8	6.4	0.7	2.9
Cc1ccc(/C=N/n2c(C)cc(C)c(C#N)c2=O)o1	-0.1	19.8	2.9	4.9	-0.6	4.4	/	1.6
C[C@@H]1CN([C@@H](C)CO)C(=O)c2cccc(NS(C)(=O)=O)c2O[C@@H]1CN(C)Cc1ccc(Oc2ccccc2)cc1	-0.2	-6.4	-4.5	-1.5	-17.8	5.8	-1.5	3.0
CCOC(=O)N1CCN(S(=O)(=O)c2ccc(OC)cc2)CC1	0.2	-0.9	9.5	2.5	/	21.8	-3.2	-3.9
CC(=O)Nc1ccc(S(=O)(=O)NCC2CCN(C(=O)C(=O)c3cc4ccccc4o3)CC2)cc1	0.0	22.1	-8.2	-7.6	-17.0	-5.1	-0.8	/
O=C(Nc1nnc(Cc2ccc(F)cc2)s1)Nc1ccccc1F	-0.1	-9.9	4.8	3.1	/	-8.9	3.2	14.7
CC(C)NC(=O)N1CC2(C1)[C@@H](c1ccccc1)[C@H](CO)N2C(=O)C1CC1	0.1	/	3.7	17.7	7.6	-0.2	-0.2	/
O=C(NCCSc1ccccc1)c1ccc(Br)cc1	0.1	-32.1	-0.7	-0.2	/	-28.1	/	-9.0

Three consecutive entries from above, quoted:
SMILES	XiGFP reactiv	PAX8 inh HTS	ERp5 inh	DENV2 CPE	GSIS activator	EWS-Fli block	F508del corr	ARNT-TACC3 inh
C[C@@H]1CN([C@@H](C)CO)C(=O)c2cccc(NS(C)(=O)=O)c2O[C@@H]1CN(C)Cc1ccc(Oc2ccccc2)cc1	-0.2	-6.4	-4.5	-1.5	-17.8	5.8	-1.5	3.0
CCOC(=O)N1CCN(S(=O)(=O)c2ccc(OC)cc2)CC1	0.2	-0.9	9.5	2.5	/	21.8	-3.2	-3.9
CC(=O)Nc1ccc(S(=O)(=O)NCC2CCN(C(=O)C(=O)c3cc4ccccc4o3)CC2)cc1	0.0	22.1	-8.2	-7.6	-17.0	-5.1	-0.8	/

Later entries.
SMILES	XiGFP reactiv	PAX8 inh HTS	ERp5 inh	DENV2 CPE	GSIS activator	EWS-Fli block	F508del corr	ARNT-TACC3 inh
COc1ccccc1N1C(=O)C(Cl)=C(N2CCCC2)C1=O	0.0	-14.8	0.8	2.3	4.8	8.6	0.9	13.7
COc1ccccc1[C@@H]1C(c2ccccc2)=NN(c2ccccc2)[C@H]1C(=O)N1CCOC1=O	0.0	4.8	1.5	3.0	48.4	4.6	1.8	-8.6
CC(=O)NCCOc1nc(N(C)C)nc(N2CCCCC2)n1	0.0	-3.9	3.2	4.2	-1.0	-6.8	2.3	-2.7
O=C(c1ccc(S(=O)(=O)N2CCOCC2)cc1)N1CCc2ccccc21	0.1	-3.4	0.4	3.5	7.3	5.0	0.8	-1.5
Cc1cnc(NC(=O)Nc2ccccc2)c(C)n1	0.1	0.7	-6.4	2.9	-10.2	-6.9	-0.4	-0.8
Cc1cc(C)n2cc(CSc3ccc(Cl)cc3)nc2n1	0.0	-22.3	-3.6	9.2	-8.4	-39.5	-0.3	-10.1
CO[C@@H](CN(C)C(=O)c1ccccc1F)[C@@H](C)CN([C@@H](C)CO)S(=O)(=O)c1ccc(F)cc1	0.0	/	0.2	9.3	1.2	3.5	0.6	-1.0
COc1ccccc1N1CCN(CC(=O)Nc2ccc(-n3cnnn3)cc2)CC1	-0.1	10.4	-4.0	5.6	3.8	5.5	-2.5	1.9
CCC(=O)N1[C@H](CO)[C@@H]2c3ccccc3N(S(=O)(=O)c3ccccc3C)C[C@@H]21	0.2	2.2	2.6	3.0	-2.1	-0.9	1.4	-3.1
CCOc1cc(-c2nccc3cc(OC)c(OC)cc23)cc(OCC)c1OCC	0.1	39.5	1.2	-4.7	32.5	18.1	3.5	-2.2
Cc1nc(CNS(=O)(=O)c2ccc(Br)cc2)cs1	0.2	8.7	0.2	?	15.9	-2.2	1.1	-8.9
C[C@H](CO)N1C[C@H](C)[C@H](CN(C)S(=O)(=O)c2ccc(F)cc2)OCc2cnnn2CCCC1=O	0.1&0.1	-15.7&-3.8	-7.0&-1.2&-4.5	-5.7&11.0&-0.2	8.0	-1.0&-0.3&2.3	-3.4&-1.8&-0.8	-2.9&-3.6

One compound at a time (already shown):
Cc1nc(CNS(=O)(=O)c2ccc(Br)cc2)cs1 is listed as XiGFP reactiv: 0.2; PAX8 inh HTS: 8.7; ERp5 inh: 0.2; DENV2 CPE: ?; GSIS activator: 15.9; EWS-Fli block: -2.2; F508del corr: 1.1; ARNT-TACC3 inh: -8.9
Cc1cnc(NC(=O)Nc2ccccc2)c(C)n1 is listed as XiGFP reactiv: 0.1; PAX8 inh HTS: 0.7; ERp5 inh: -6.4; DENV2 CPE: 2.9; GSIS activator: -10.2; EWS-Fli block: -6.9; F508del corr: -0.4; ARNT-TACC3 inh: -0.8

Some values from the entries so far.
O=C(c1ccc(S(=O)(=O)N2CCOCC2)cc1)N1CCc2ccccc21 in DENV2 CPE is listed with 3.5
CCC(=O)N1[C@H](CO)[C@@H]2c3ccccc3N(S(=O)(=O)c3ccccc3C)C[C@@H]21 in PAX8 inh HTS is listed with 2.2
COc1ccccc1N1CCN(CC(=O)Nc2ccc(-n3cnnn3)cc2)CC1 in ERp5 inh is listed with -4.0

Next section.
SMILES	XiGFP reactiv	PAX8 inh HTS	ERp5 inh	DENV2 CPE	GSIS activator	EWS-Fli block	F508del corr	ARNT-TACC3 inh
CSc1ccc(CN(C)C(=O)CCNS(=O)(=O)c2ccc(C)c(C)c2)cc1	0.2	19.3	7.9	-1.3	-14.4	0.6	2.0	-1.2
COc1cccc(CN2CCN(C(=O)[C@H]3O[C@@H](n4cnc5c(N)ncnc54)[C@H](O)[C@@H]3O)CC2=O)c1	0.1	0.5	5.0	4.6	-4.0	-4.8	1.5	/
O=C(O)CC(NC(=O)C12CC3CC(CC(C3)C1)C2)c1ccc2c(c1)OCO2 (stereo not drawn)	0.0	9.4	0.9	2.9	20.8	-10.3	2.6	-4.5
C[C@@H]1CCCCO[C@H](CN(C)Cc2ccc(C(F)(F)F)cc2)[C@H](C)CN([C@@H](C)CO)C(=O)c2cc(NC(=O)Nc3ccc4c(c3)OCO4)ccc2O1	0.1	83.9*	2.8	-1.4	-7.0	2.6	-0.4	3.1
O=C(Nc1c(Cl)ccc2nsnc12)c1ccco1	0.2	-20.3	4.3	/	-0.6	-16.8	-0.3	/
CCCCC(CC)CNC(=O)C1CC=CCC1C(=O)O (stereo not drawn)	0.8	8.0	-1.9	-5.4	/	5.9	/	-2.2
COc1ccc(Br)cc1CN(C)C(=O)c1ccc2c(c1)NC(=O)C(C)S2 (stereo not drawn)	0.0	27.2	3.8	-7.1	2.6	6.0	-0.2	-4.2
CNC(=O)C(=O)NCC1OCCCN1S(=O)(=O)c1ccc2c(c1)OCCO2 (stereo not drawn)	-0.1	4.9	-2.4	5.5	2.6	-3.2	-3.4	/
Cc1nnc(SCCn2c(N(C)Cc3ccccc3)nc3c2c(=O)[nH]c(=O)n3C)s1	0.0	-0.1	-1.2	2.4	/	6.0	2.6	/
CN(CC(=O)NCCN1CCN(c2ccccc2)CC1)S(=O)(=O)c1ccc2c(c1)CCC(=O)N2	0.2	9.7	-2.2	-8.2	-1.0	-1.2	5.3	-1.1
Cc1cccc(N(C)C(=O)c2cc3c(=O)[nH]c4ccc(C)cc4c3s2)c1	0.1	32.1	4.6	8.2	0.4	65.0*	15.5*	-2.8
Cc1ccccc1OCCNC(=O)/C=C/c1ccc([N+](=O)[O-])cc1	0.0	-7.4	/	/	-16.1	/	/	-0.2
CCCn1c(N)c(CC)c(=O)[nH]c1=O	-0.3	-10.8	1.3	-6.6	16.4	-1.7	-0.3	-6.2
Cc1nn(Cc2ccc(Cl)c(Cl)c2)c(C)c1NC(=O)c1cc(C2CC2)on1	0.4	40.4	2.3	-8.3	-20.8	-4.4	-1.3	-6.7
CCO[C@@H]1OC(C(=O)N2CCCCCCC2)=C[C@H](C)[C@H]1CCCO	/	3.2	4.7	-2.4	/	0.8	1.7	-21.6
C[C@H]1CN([C@@H](C)CO)C(=O)c2cccc(NC(=O)c3cnccn3)c2O[C@H]1CN(C)Cc1ccc2c(c1)OCO2	0.1	-4.4	1.9	11.7	14.4	-3.6	-2.2	-4.5
CCn1cc(C(=O)NCCN(CC(C)C)CC(C)C)c(=O)c2cc(S(=O)(=O)N3CCOCC3)ccc21	0.3	14.1	1.1	-1.6	5.1	/	1.5	-0.8
O=C(COC(=O)Cc1ccccc1F)Nc1ccc(SC(F)F)cc1	0.0	3.0	2.1	-6.4	-16.6	0.2	0.2	-0.3
COc1ccc(-c2cnc3c(c2)C(=O)N([C@H](C)CO)C[C@@H](C)[C@H](CN(C)C(=O)C2CCOCC2)O3)cc1	-0.1	-7.1	-0.6	-5.8	14.1	-18.4	0.2	-4.9
CCN(CC)CCNC(=O)CNC(=O)c1nn(-c2ccc(OC)cc2)c(=O)c2ccccc12	0.0	-1.0	2.6	-1.2	-0.8	-4.0	0.3	19.4
COc1ccc(C2=NN(CN3C(=O)C(=O)c4ccccc43)C(c3ccc(Br)cc3)C2)cc1 (stereo not drawn)	/	/	0.9	3.1	-1.2	-14.4	1.0	-10.7
O=C(O)c1ccc(S(=O)(=O)N2CCC(NC(=O)C3CCCCC3)CC2)cc1	0.4	13.2	2.2	-3.1	14.6	-4.4	-1.3	-4.2
COc1ccc2c3c([nH]c2c1)[C@@H](CO)N(C(=O)NC(C)C)CC31CCN(C(=O)NC(C)C)CC1	0.2	/	-2.1	16.7	-5.8	-5.9	2.1	/
O=c1[nH]ncc(N2CCN(C(c3ccccc3)c3ccccc3)CC2)c1Cl	-0.1	5.0	6.0	1.1	4.3	-1.7	/	7.0
